Screens (PubChem BioAssay)
Pf growth 48h – P. falciparum growth inhibition at 48 hours (one generation); P. falciparum luciferase growth in erythrocytes, 48 h; hit rate 5.9% among 310,000; Potency, µM (top dose mostly 28.7 µM), for the others: top-dose activity change, negative = inhibition, hits mostly inhibitors
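Parasite viability was followed by luminescence of a genomically integrated firefly luciferase. Cultures held 0.1% parasitemia at 2% hematocrit (final), incubated under 5% CO2 at 37 C.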
TbPYK inhibitor – blocks Trypanosoma brucei pyruvate kinase; Q57TT1; TbPYK enzyme, Kinase-Glo Plus ATP luminescence, 45 min; Potency, µM (series often up to 76.8 µM), for the others: at the highest dose activity, negative = inhibition, hits mostly inhibitors; hit rate 0.12% among 410,000; AID 624173; note: nearly all actives have a fitted effect of over 50% in size
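Luminescence from Kinase-Glo Plus, added after a 45-minute room-temperature reaction, served as the end-point read-out. The enzyme and substrate were preincubated with compound before ADP (130 uM final) initiated turnover. Concentration-effect curves came from normalized qHTS data.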
LmPK inh – inhibitors of Leishmania mexicana pyruvate kinase; AID 1721; purified LmPK, Kinase-Glo ATP luminescence, 1 h; Potency, µM (top dose mostly 57.5 µM), for the others: top-dose activity change, negative = inhibition, most hits filed as inhibitors; hit rate 0.37% among 290,000; Q27686
Target sequence (Q27686 whole entry, looked up): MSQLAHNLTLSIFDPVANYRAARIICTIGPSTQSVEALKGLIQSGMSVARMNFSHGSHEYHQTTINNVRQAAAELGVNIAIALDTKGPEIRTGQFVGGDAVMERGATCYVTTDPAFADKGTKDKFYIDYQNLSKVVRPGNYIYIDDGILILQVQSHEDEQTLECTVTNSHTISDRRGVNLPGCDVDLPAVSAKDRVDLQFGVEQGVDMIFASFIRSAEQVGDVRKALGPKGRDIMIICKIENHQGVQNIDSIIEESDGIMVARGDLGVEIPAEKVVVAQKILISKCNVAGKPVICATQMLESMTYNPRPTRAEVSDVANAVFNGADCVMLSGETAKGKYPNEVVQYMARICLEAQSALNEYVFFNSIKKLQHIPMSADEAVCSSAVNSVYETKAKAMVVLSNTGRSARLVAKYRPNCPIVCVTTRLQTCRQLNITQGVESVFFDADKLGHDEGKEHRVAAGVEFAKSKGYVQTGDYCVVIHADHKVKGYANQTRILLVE
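qHTS format; LmPK 0.1 nM; substrates PEP 0.5 mM and ADP 0.1 mM. One-hour room-temperature incubation, then coupled luciferase luminescence; 0.5 nM enzyme wells mark activation.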
Pf growth 96h – inhibits malaria parasite growth, 96 h. AID 504834. P. falciparum luciferase reporter growth, 96 h. hit rate 6.9% among 320,000. Potency, µM (highest dose often 28.7 µM), without a hit: at the highest dose activity change, negative = inhibition, most hits filed as inhibitors
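Cell-based qHTS: luciferase-tagged P. falciparum in erythrocytes (2% hematocrit, 0.05% parasitemia final) incubated with compounds for 96 hours, 37 C, 5% CO2; luciferase detection reagent then added and luminescence measured.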
HCV inhibitor – inhibitors of hepatitis C virus infection; Huh7.5.1 HCVcc-Cre infection, luciferase reporter, 44 h; Potency, µM (doses to about 41.8 µM), for inactives: top-dose activity change, negative = inhibition, usual class: inhibitors; hit rate 3.4% among 340,000
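Luciferase read-out (15 sec integration) after a 15 min room-temperature substrate step quantifies HCVcc-Cre infection. Cells, 1,000 per well, had compound added 4 h post-plating, then virus at ~0.5 moi, and were cultured 44 h.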
Sm TGR block – inhibitors of Schistosoma mansoni thioredoxin glutathione reductase; Q962Y6; purified TGR, DTNB reduction, TNB absorbance 405 nm; Potency, µM (titrated, usually from 114 µM), without a hit: top-dose activity change, negative = inhibition, most hits filed as inhibitors; hit rate 3% among 360,000; AID 485364; note: nearly all actives have a fitted effect of over 60% in size
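First, TGR (20 nM dispensed) and NADPH were mixed with compound. Second, a 15 min room-temperature incubation followed. Third, further NADPH and then DTNB were added to start the reaction. Finally, TNB absorbance was monitored kinetically.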
An asterisk follows results filed as active; ? = inconclusive; nt = not tested or not shown; & = joins results of further samples; [ ] = dose if it differs, or a comment. Calls come from the whole dose curve; as a rule, active = well fitted curve in the direction sought with a large enough effect; inconclusive = small, poorly fitted or top-dose-only effect, or another doubt; inactive = no such curve, though single readings can be large; an effect the other way counts as inactive or inconclusive. % is set by controls: 0 for no effect and ±100 for the full control effect; potency is the fitted concentration of half-maximal effect. An unsorted share of the library, and some 16% of all compounds hit somewhere here.

Below each compound: Pf growth 48h	TbPYK inhibitor	LmPK inh	Pf growth 96h	HCV inhibitor	Sm TGR block
> O=C(O)COc1ccccc1/C=N/NC(=O)CN1CCN(Cc2ccccc2Cl)CC1
→ -1%	-7%	4%	0%	5%	-6%
> CC1(C)CC(CC(=O)O)CC(C)(C)N1
→ 8%	2%	2%	2%	19%	-1%
> CC1=CC(C)[C@@H]2COC(c3ccc(O)cc3)[C@H]1C2C (stereo partly specified)
→ ?	2%	4%	9.3µM*	-6%	-14%
> CCOC(=O)C(O)C1CCc2c([nH]c3ccc(C)cc23)C1=O (stereo unspecified)
→ ?	-2%	1%	42%[activator]	?	-12%
> CCc1nnc(NS(=O)(=O)c2ccc(NC(=S)NC(=O)c3ccc(OC)c(OC)c3)cc2)s1
→ -2%	-4%	0%	-28%	10%	40µM*
> COc1ccc(CN2CCCC(N3CCc4ccccc4C3)C2)c(O)c1 (stereo unspecified)
→ 1.7µM*	4%	-3%	8.3µM*	-15%	-23%
> COc1ccc(O)c(C2=Nc3ccccc3N=C(c3ccccc3)C2)c1
→ 66%[activator]	2%&-7%	17%	91%[activator]	3%	23%&-8%
> COc1ccc(C(=O)N2C[C@H]3C[C@@H](C2)c2cccc(=O)n2C3)cc1OC
→ 1%	3%	-4%	0%	30%[activator]	-11%
> CCOc1ccc(-c2nc3scc(-c4cccs4)c3c(=O)[nH]2)cc1
→ 14%	0%	0%	34%[activator]	?	1%
> COC(=O)CN(c1cc(Cl)ccc1OC)S(=O)(=O)c1ccc(C)cc1
→ 2.1µM*	-2%	-2%	-14%	?	-6%
> Cc1c(Br)cccc1NC(=O)c1sccc1-n1cccc1
→ nt	-3%	6%	?	-24%	1%
> Cc1ccc(CNC(=O)Nc2ccc(F)cc2)n1C
→ 28%	-1%	11%	5%	-14%	14µM*
> C/C(=N/OC(=O)c1c(-c2ccccc2Cl)noc1C)c1cnccn1
→ 19%	12%	7%	?	5%	12%
> CCOc1cc(C(=O)OC(C)C(=O)Nc2ccc(NC(C)=O)cc2)ccc1OCC(=O)N1CCCCC1 (stereo unspecified)
→ -16%	1%	-7%	?	-13%	0%
> Cc1ccc(NC(=O)CC(C(=O)O)c2ccccc2)cc1 (stereo unspecified)
→ 1%	-8%	-2%	26%	3%	-17%
> Cc1oc(/C=N/NC(=O)CN(c2ccccc2Br)S(C)(=O)=O)cc1Br
→ -5%	-3%	5%	72%[activator]	-8%	45µM*
> CCOc1ccc(S(=O)(=O)n2cc(F)c(=O)[nH]c2=O)cc1[N+](=O)[O-]
→ -16%	-1%	0%	?	8%	1%
> Cc1ccc(-c2cccc(NC(=O)C3C4C=CC(C4)C3C(=O)O)c2)o1 (stereo unspecified)
→ nt	4%	12%	41%[activator]	1%	?
> COc1cccc(OCCCOc2ccc([N+](=O)[O-])cc2Cl)c1
→ -6%	-2%	-4%	13%	-2%	7%
> COc1ccc(S(=O)(=O)NCCCCCC(=O)NCCCN2CCOCC2)cc1
→ 4%	3%	3%	29%	12%	7%
> Cc1cccc(N2C(=O)NC(=O)C3(Cc4cc(C)ccc4N(C)C3)C2=O)c1 (stereo unspecified)
→ 7%	5%	-1%	6%	7%	?
> CCOC(=O)CCCn1ncn2c(cc3occc32)c1=O
→ nt	-9%	6%	?	-3%	5%
> CCCCOC(=O)N1CCOCCOCCOCC1
→ 32%[activator]	2%	-2%	11%	18%	-6%
> COc1ccc(-n2c(COc3cccc(C)c3)n[nH]c2=S)cc1
→ -21%	?	-6%	-13%	-2%	-19%
> Nc1[nH]nc2c1NN(c1ccc(Cl)cc1Cl)N2
→ 150%[activator]	-10%	0%	163%[activator]	-3%	-18%
> CC(C)N(C(=O)COC(=O)Cn1cnc2ccccc21)c1ccccc1
→ 35%[activator]	-1%	nt	13%	10%	7%
> Cc1nc([N+](=O)[O-])cn1CC(=O)NCCCO
→ 17%	4%	-2%	37%[activator]	-5%	4%
> CC(=O)N1CCC[C@H]1C(=O)O
→ -4%	0%	3%	2%	19%	2%
> Oc1ccccc1-n1nc2ccc3nonc3c2n1
→ 29%	-2%	2%	43%[activator]	-7%	-7%
> COc1cccc(NC(=O)C(C)NS(=O)(=O)c2ccc(Br)cc2)c1 (stereo unspecified)
→ -9%	1%	1%	121%[activator]	-2%	5%
> Cc1ccc(-n2c(C)cn(C(=O)c3ccccc3)c2=S)cc1
→ -17%	-2%	7%	-24%	?	-5%
> COc1cc(C(=O)N/N=C/c2cn(Cc3cccc(F)c3)c3ccccc23)ccc1O
→ -28%	-9%	7%	1.7µM*	?	2%
> CC1=C(C(=O)OCc2ccccc2)C(c2ccc(C)o2)C2=C(CCCC2=O)N1 (stereo unspecified)
→ 12µM*	-12%	6%	85%[activator]	?	?
> COC(=O)c1ccc2c(=O)n(Cc3ccc(C(=O)NCCCN4CCOCC4)cc3)c(=S)[nH]c2c1
→ ?	?	-1%	6%	-21%	-21%
> CC(C)c1ccccc1NC(=O)c1ccccc1NC(=O)C1CCCCC1
→ 12µM*	0%	2%	187%[activator]	-7%	-4%
> CCN(CC)S(=O)(=O)c1ccc(NC(=O)C(OC)c2ccccc2)cc1 (stereo unspecified)
→ -10%	2%	4%	?	?	-16%
> CCN1C(=O)[C@@H]2[C@@H](c3ccc(-c4cccc(Cl)c4)cc3)N3CCC[C@@]3(C(=O)OC)[C@@H]2C1=O
→ 12µM*	0%	nt	8.3µM*	-20%	22µM*
> COc1cccc(NC(=O)Cn2c(=O)n(-c3cc(OC)c(OC)c(OC)c3)c(=O)c3ccccc32)c1
→ 10µM*	0%	-3%	?	10%	9%
> CC(=O)Nc1nnc(-c2ccco2)o1
→ -8%	5%	14%	16%	-3%	10%
> COc1cccc(C(=O)Nc2nnc(S(=O)(=O)Nc3cccc(C)c3)s2)c1
→ 28%	1%	-7%	0%	-8%	-20%
> Cc1nc(S/C(=C/c2ccc(-c3cc(Cl)ccc3C)o2)C(=O)O)n[nH]1
→ 37%[activator]	-6%	0%	42%[activator]	-5%	?
> CC1(C)CC(=O)c2sc(NS(=O)(=O)c3cc(Cl)ccc3Cl)nc2C1
→ 9%	-14%	-2%	33%[activator]	8%	?
> COc1ccc(C2Nc3ccccc3C(=O)N2c2ccccc2)cc1Cn1cc([N+](=O)[O-])cn1 (stereo unspecified)
→ 13µM*	-6%	8%	5.2µM*	-29%	-17%
> O=C(COC(=O)/C=C/c1cccc(C(F)(F)F)c1)Nc1cccc2ccccc12
→ ?	-6%	-1%	2%	-4%	7%
> COc1ccc2c(c1)c(=O)c(Br)c(C)n2Cc1ccccc1
→ nt	-5%	0%	9%	?	-23%[11.4 µM]
> O=C(NC1CCCCC1)C12CC3CC(CC(Cl)(C3)C1)C2
→ -6%	-4%	4%	?	1%	6%
> Cc1cc(C)n(CCCN2C(=O)c3cccc4cccc(c34)C2=O)n1
→ -20%	-1%	1%	?	-17%	nt
> COc1ccc(CNC(=O)c2ccc(S(=O)(=O)NCc3ccco3)cc2)cc1
→ -4%	2%	nt	-6%	-13%	?
> COc1ccc(N(CC(=O)NCCSc2ccccc2)S(=O)(=O)c2ccccc2)cc1OC
→ 3%	-6%	-5%	35%[activator]	?	-27%
> C=CCNS(=O)(=O)c1ccc(OCC(=O)OC)cc1
→ 4%	8%	-6%	6%	9%	0%

(listing goes on)
Below each compound: Pf growth 48h	TbPYK inhibitor	LmPK inh	Pf growth 96h	HCV inhibitor	Sm TGR block
> Cc1cc(C)c(C)c(S(=O)(=O)N2CCN(CC(=O)c3c(N)n(Cc4ccccc4)c(=O)n(C)c3=O)CC2)c1C
→ 5.9µM*	-7%	1%	?	?	4%
> CCOC(=O)N1CCN(CCC(=O)Nc2cc(OC)ccc2OC)CC1
→ 1%	1%	1%	?	13%	nt
> CCOc1ccc(OCC)c(Nc2cc(C)nc3ncnn23)c1
→ -13%	2%	-7%	5%	-19%	-1%
> COC(=O)C1=C(c2ccc(OC(F)(F)F)cc2)C[C@@H]2CC[C@H]1N2C(=O)N1CCC(O)CC1
→ ?	3%	nt	-13%	?	2%
> O=C(NC1CCCC1)c1ccc2nc[nH]c2c1
→ 4%	-1%	-5%	-19%	7%	8%
> CCc1cc2c(CN3CCN(Cc4ccccc4)CC3)cc(=O)oc2cc1O
→ ?	-1%	6%	?	?	10%
> COc1ccc(CCNC2=C(Cl)C(=O)N(CCc3ccc(OC)c(OC)c3)C2=O)cc1OC
→ nt	-9%	1%	?	2.5µM*	-13%
> C/C(=N\NC(=O)c1ccccc1O)c1cccs1
→ nt	-26%	14µM*	108%[activator]	5%	3%
> COc1ccc(-c2ccc(OC)c([C@H]3[C@@H]4C=CCC[C@@]4(C)C(=O)N3Cc3ccccc3)c2)cc1OC
→ 8.3µM*	1%	1%	12µM*	-12%[8.37 µM]	-20%
> Cc1cc(-c2ccc([N+](=O)[O-])cc2)nc2ccccc12
→ 48%[activator]	7%	-2%	118%[activator]	-7%	6%
> COC(=O)c1c(CSc2cccc(C)c2)noc1C(=O)NCc1ccco1
→ 2.6µM*	3%	0%	48%[activator]	-1%	-22%
> Cc1ccn(CC(=O)N2CCCC(N3CCN(Cc4ccc5c(c4)OCO5)CC3)C2)n1 (stereo unspecified)
→ 6%	-1%	-2%	?	nt	0%
> COCc1cc(C)n(CC(=O)Nc2cccc(C)c2)c(=O)c1C#N
→ 7%	1%	4%	?	12%	6%
> Cc1cccc(-n2nnc3c(=O)n(CC(=O)Nc4cc(C)on4)cnc32)c1
→ 15%	-2%	14%	2%	5%	0%
> NC1=NC(=Nc2ccc(S(N)(=O)=O)cc2)c2ccccc21
→ 13%	-1%	0%	11%	10%	13%
> CC(=O)Nc1ccc(NC(=O)CCN2C(=O)c3ccccc3C2=O)cc1
→ 45%[activator]	0%	2%	?	15%	5%
> COCCOc1cc(-n2cccc2)c(Cl)cc1Cl
→ -11%	-9%	5%	0%	?	-2%
> COc1ccc(C(=O)NCCSc2ccccc2C)cc1
→ 152%[activator]	-2%	0%	3.3µM*	-7%	2%
> Cc1nc2ccc(NC(=S)NCCCO)cc2nc1C
→ 47%[activator]	9%	6%	47%[activator]	-4%	?
